BAP1 inh: inhibitors of BAP1 deubiquitinase, primary screen, biochemical, Ub-AMC fluorescence, kinetic. 0.48% of 72,000 active. AID 436, 2006. Ubiquitin carboxyl-terminal hydrolase BAP1 (Homo sapiens), Q92560. activity remaining (% of control), % at 20 µM. recombinant BAP1, Ub-AMC hydrolysis fluorescence kinetic; stronger effect = lower value;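 active means activity remaining at or below 50% of control, provided the compound also passes the data quality filters; inactive means the rest, including low values that fail the filters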;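 further: 100% = DMSO wells rate and 0% = substrate alone blank rate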
Target sequence (Q92560 whole entry, looked up): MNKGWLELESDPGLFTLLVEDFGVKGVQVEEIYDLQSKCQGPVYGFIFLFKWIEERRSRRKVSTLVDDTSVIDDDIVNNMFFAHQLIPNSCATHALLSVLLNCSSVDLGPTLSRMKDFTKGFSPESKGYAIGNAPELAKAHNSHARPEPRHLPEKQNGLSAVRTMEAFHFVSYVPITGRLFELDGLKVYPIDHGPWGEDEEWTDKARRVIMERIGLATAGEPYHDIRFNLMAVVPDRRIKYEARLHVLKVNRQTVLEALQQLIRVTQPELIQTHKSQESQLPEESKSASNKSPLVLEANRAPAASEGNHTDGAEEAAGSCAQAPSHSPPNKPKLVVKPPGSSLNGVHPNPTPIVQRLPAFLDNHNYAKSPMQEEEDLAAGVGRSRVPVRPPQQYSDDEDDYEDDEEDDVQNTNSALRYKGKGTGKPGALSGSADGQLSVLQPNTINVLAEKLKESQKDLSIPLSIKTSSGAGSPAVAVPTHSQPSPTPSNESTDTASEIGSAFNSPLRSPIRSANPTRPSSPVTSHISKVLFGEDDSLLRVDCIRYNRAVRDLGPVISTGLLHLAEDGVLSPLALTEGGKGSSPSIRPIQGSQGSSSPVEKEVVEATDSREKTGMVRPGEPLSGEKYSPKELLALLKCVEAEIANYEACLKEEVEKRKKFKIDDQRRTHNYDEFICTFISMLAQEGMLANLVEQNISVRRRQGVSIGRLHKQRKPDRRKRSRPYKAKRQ
HePTP inh: inhibitors of human HePTP phosphatase, primary screen, biochemical, absorbance, leukemia target; recombinant HePTP phosphatase activity, OD absorbance; inhibition, % at 20 µM; 0.64% of 110,000 active; AID 521, 2006; in the data active means inhibition above about 50%;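 further: plate controls were vehicle for no effect and reference inhibitor for full effect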
Target sequence (P35236 whole entry, looked up): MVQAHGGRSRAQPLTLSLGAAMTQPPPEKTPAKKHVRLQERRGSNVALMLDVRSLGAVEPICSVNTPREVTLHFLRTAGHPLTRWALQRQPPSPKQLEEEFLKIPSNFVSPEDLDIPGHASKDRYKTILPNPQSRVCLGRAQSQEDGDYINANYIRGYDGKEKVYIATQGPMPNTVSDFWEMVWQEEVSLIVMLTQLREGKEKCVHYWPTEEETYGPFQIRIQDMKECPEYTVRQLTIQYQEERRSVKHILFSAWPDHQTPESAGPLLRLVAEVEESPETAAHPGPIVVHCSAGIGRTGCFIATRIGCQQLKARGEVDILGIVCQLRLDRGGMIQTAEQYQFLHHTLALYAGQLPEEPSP
An asterisk follows results filed as active; / = no result given; & = joins results of further samples.

Value order – BAP1 inh, HePTP inh
- CCOC(=O)C(Cc1ccccc1)NC(=O)CNC(C)=O (configuration not stated)
  107, 3
- Cc1nc2cc(NC(=O)Nc3ccc(N4CCOCC4)cc3)ccc2n1C
  135, 13
- CCOC(=O)c1c(C)nc2ccc(Cl)cc2c1-c1ccccc1
  132, -1
- COc1ccc(OC)c(C(=O)c2ccccc2)c1
  /, -16
- O=C(Nc1ccc(Br)cc1)c1ccc([N+](=O)[O-])cc1
  /, -5
- COc1ccc(OC)c(S(N)(=O)=O)c1
  105, 4
- CC(=O)c1cc2c(=O)c3cc(C)ccc3oc2nc1C
  /, -10
- CCn1c(=O)cc(OCC(=O)NCC2CCCO2)c2ccccc21 (configuration not stated)
  117, -12
- O=C(O)c1ccc(CSc2nc3ccccc3o2)cc1
  106, 7
- O=C(N/N=C/c1ccco1)c1ccccc1
  /, -17
- COC(=O)CSc1nc2sc3c(c2c(=O)n1-c1ccc(OC)cc1)CC(C)(C)OC3
  /, 5
- O=C1NN(c2ccccc2)C(=O)/C1=C/c1cccc2ccccc12
  /, 8
- O=C(CSc1ncn[nH]1)NCCOc1ccccc1
  85, -1&9
- CCOc1ccc(/C=C2\C(=O)NC(=O)N(c3ccc(Cl)cc3)C2=O)cc1Br
  /, 5
- O=C(COc1ccc(Br)cc1)NCc1ccco1
  54, /
- CC(=O)N(C)c1ccc(NC(=O)c2ccccc2I)cc1
  /, -2
- CCOC(=O)n1c(=O)oc2cc(S(=O)(=O)N3CCCCC3)ccc21
  97, 8
- O=C(C1CCCO1)N(c1cccc(Cl)c1)C1C=CS(=O)(=O)C1 (configuration not stated)
  92, 0
- CC(NC(=O)CSc1nc2ccc([N+](=O)[O-])cc2s1)c1ccccc1 (configuration not stated)
  /, 6
- CN(C)c1nc(OCCOC(=O)COc2ccc(Cl)cc2Cl)nc(N(C)C)n1
  93, -5

The closing 2 records of the section above lead into the next:
Value order – BAP1 inh, HePTP inh
- CC(NC(=O)CSc1nc2ccc([N+](=O)[O-])cc2s1)c1ccccc1 (configuration not stated)
  /, 6
- CN(C)c1nc(OCCOC(=O)COc2ccc(Cl)cc2Cl)nc(N(C)C)n1
  93, -5
- Cc1ccc(-c2ccc(OCC(=O)Nc3ccccc3F)cc2)cc1
  /, 6
- O=C(NCCNc1ccccc1[N+](=O)[O-])c1ccc(Br)cc1
  /, 3
- C=CCNC(=O)Nc1ccc2oc(C)nc2c1
  /, 8
- N=C1c2ccccc2CN1CC(=O)c1ccc2c(c1)OCCO2
  83, /
- CC(Oc1ccccc1)C(=O)Nc1cc(C(N)=O)c(Cl)cc1Cl (configuration not stated)
  /, 8
- O=C(Nc1ccc(-c2nc3cccnc3o2)cc1)c1ccc([N+](=O)[O-])cc1Cl
  /, 9
- O=C(O)c1ccc(/C=c2\sc3n(c2=O)CCN=3)cc1
  /, 6
- CCCCN(CC)CCCNC(=O)CC1Nc2ccccc2NC1=O (configuration not stated)
  117, 1
- N/C(=N\OC(=O)c1cccc(F)c1)c1ccc(Br)cc1
  /, 6
- CCOC(=O)/C(C#N)=C1\C=CNC(=O)N1
  /, 9
- COc1ccc(CN2CCN(Cc3cccc(Cl)c3)CC2)cc1OC
  /, 3
- Cc1cc(OCC(=O)N2CCOCC2)c(C(C)C)cc1Cl
  78, -6
- CC(C)C(=O)Nc1sc2c(c1C(N)=O)CCCCC2
  /, 9
- O=C(CC1Sc2ncnn2C1=O)Nc1ccc(Br)cc1 (configuration not stated)
  87, -13
- Cn1c(=O)cc(SCC(=O)N2CCN(C(=O)c3ccco3)CC2)c2ccccc21
  127, -2
- O=S(=O)(Nc1ccc(S(=O)(=O)N2CCCCC2)cc1)c1cccs1
  134, 4
- COCc1cc(C(C)(C)C)c(O)c(O)c1C(C)(C)C
  /, -6
- Cc1ccc(NC(=O)CSc2cc(Cl)ccc2Cl)cc1
  /, 5
- O=C1CC(c2ccc(F)cc2)Cc2nc(N3CCc4ccccc43)ncc21 (configuration not stated)
  /, 6
- COc1cc(C(=S)N2CCOCC2)cc(OC)c1OC(=O)c1cccc([N+](=O)[O-])c1
  /, 0

Other records:
Value order – BAP1 inh, HePTP inh
- CC(C)(C)c1ccc(OCCOc2ccccc2C=C2C(=O)NC(=S)NC2=O)cc1
  /, 10
- COc1ccccc1OCC(=O)NCc1ccco1
  116, 4
- COc1ccc(C(NC(=O)Cc2ccccc2)c2ccc(OC)cc2)cc1
  /, 4
- S=C(c1cccs1)N1CCCC1
  101, -5
- COc1ccc(Cl)cc1NC(=O)c1nn2c(c1Cl)NC(c1cccs1)CC2C(F)(F)F (configuration not stated)
  /, -10
- O=C1CCc2nc3ccccc3c(=O)n2N1
  63, 9
- CC(=O)Nc1ccc(S(=O)(=O)N2CCN(c3ccc([N+](=O)[O-])cc3)CC2)cc1
  /, 4
- NC(=O)C1(N2CCCCC2)CCN(C2CC(=O)N(c3ccc(Br)cc3)C2=O)CC1 (configuration not stated)
  /, 7
- CCOC(=O)c1cccc(NC(=O)/C=C/c2ccccc2)c1
  /, 3
- CCn1c(CNc2nc(-c3ccccc3)cs2)nnc1SCC(=O)NCc1ccco1
  91, -7
- COc1ccccc1NC(=O)C(C)NS(=O)(=O)c1ccc(F)cc1 (configuration not stated)
  54, 7
- NC(=O)c1cccc(N=Cc2c[nH]c3ccccc23)c1
  /, -14
- Nc1ccc2oc3ncccc3c(=O)c2c1
  91, -1
- CCN(CC)CCCn1c(=S)[nH]c2ccc(Cl)cc2c1=O
  93, 10
- Cc1ccc(C2(C)NC(=S)N(c3ccccc3)N2)cc1 (configuration not stated)
  63, /
- CC1CN(C(=O)CSc2ncnc3sccc23)CC(C)O1 (configuration not stated)
  112, 11
- CC(=O)c1c(NCCc2ccccc2)cc(C)oc1=O
  84, 8
- CC1(O)CC(=O)C(C(=O)c2ccccc2)C(c2ccc([N+](=O)[O-])cc2)C1C(=O)c1ccccc1 (configuration not stated)
  /, -12
- CN1CCN(C(=O)c2ccc(-c3ccccc3)cc2)CC1
  /, -2
- CCC1SC(N)=NC1=O (configuration not stated)
  66, 3

Further compounds follow.
Value order – BAP1 inh, HePTP inh
- O=C1NC(=O)/C(=C\c2ccccc2Cl)S1
  /, 4
- Cc1ccc2nc(-c3ccc(NC(=O)C(C)(C)C)cc3)sc2c1
  61, /
- O=C(O)/C=C\C(=O)Nc1cccc(O)c1
  /, -1
- CNC(=O)c1cc2c(=O)n3cccc(C)c3nc2n1C
  /, 4
- Cc1cccc(-n2sc3c(c2=S)-c2ccccc2NC3(C)C)c1C
  /, -12
- O=C(Nc1ccc(CN2CCOCC2)cc1)c1cc2ccccc2oc1=O
  89, 10
- COc1cc(/C=N/N2CCN(Cc3ccc(C)cc3)CC2)cc(OC)c1O
  /, -4
- O=C(COC(=O)C1CC(=O)N(Cc2ccccc2)C1)Nc1ccc2c(c1)OCO2 (configuration not stated)
  106, 1
- COc1ccc(NC(=O)CSc2ccccc2N)c([N+](=O)[O-])c1
  /, -6
- COc1ccccc1-c1c(C(F)(F)F)oc2cc(OCc3cccc(Cl)c3)ccc2c1=O
  /, 5
- CCc1oc(C(=O)O)cc1COC
  104, 7
- CCOc1ccccc1C(=O)Nc1ccccn1
  75, /
- Cc1ccc(C)c(NC(=O)CC(C)c2ccccc2)c1 (configuration not stated)
  /, -4
- COc1ccc(OCC(=O)Nc2ccc(S(=O)(=O)C(F)F)cc2)cc1
  /, -7
- C=C(Cl)COc1ccc2c(C)cc(=O)oc2c1
  67, -11
- COc1ccc(Cl)cc1C(=O)Nc1nc(-c2ccc(C)cc2)cs1
  /, 3
- Nc1n[nH]c(N)c1N=Nc1cccc(F)c1
  /, 1
- C/C(=N\O)C(=O)NCc1ccccn1
  85, 7
- CC(=O)Nc1ccc(S(=O)(=O)N2CCN(C(=O)N3CCCCCC3)CC2)cc1
  83, 6
- CCOC(=O)C1CCCN(C(=O)Cn2sc3nc(C)cc(C)c3c2=O)C1 (configuration not stated)
  84, -4

Remaining list, next part.
Value order – BAP1 inh, HePTP inh
- CCOC(=O)CSc1nnc(CNC(=O)c2cccc(C)c2)n1-c1ccccc1OC
  96, -4
- CN1CCc2c(sc3c2C(=O)NC(c2ccc4ccccc4c2)N3)C1 (configuration not stated)
  /, -6
- COc1cc([N+](=O)[O-])ccc1NC(=O)COc1ccc(C)cc1C
  /, 7
- Cc1ccc2c(c1)C(=Cc1nc3ccccc3c(=O)n1-c1ccccc1[N+](=O)[O-])C(=O)N2
  /, 104*
- Cc1ccc(CNC(=O)C(=O)Nc2ccc(C)c(C)c2)cc1
  /, -1
- O=C1/C(=C/c2cccc(O)c2)SC(=S)N1c1cccc(Br)c1
  /, -3
- O=C(c1ccccc1F)N1CCN(c2ccc([N+](=O)[O-])c(NCc3ccccc3)c2)CC1
  /, -2
- Cc1ccc(C)n1-c1ccncc1
  102, 6
- CSc1nsc(SCC(=O)Nc2ccccn2)n1
  115, -2
- O=C(COc1ccc([N+](=O)[O-])cc1)Nc1ccc(I)cc1Cl
  /, 5
- Cc1ccc(S(=O)(=O)/N=C2\C=C(Sc3ncn[nH]3)C(=O)c3ccccc32)cc1
  /, -3
- CC(=O)c1ccc(NC(=O)c2c(Cl)cccc2Cl)cc1
  /, -10
- O=C(c1ccc2c(c1)OCO2)N1CCCc2ccccc21
  87, 5&3
- CCOC(=O)CSc1nnc(Cn2c(=O)sc3ccccc32)n1C
  94, 2
- Cc1ccc(S(=O)(=O)N2CCN(C(=O)CCC(=O)NC3CCCc4ccccc43)CC2)cc1 (configuration not stated)
  104, 3
- CCOC(=O)c1c(NC(=O)c2ccc(F)cc2)sc(C(=O)Nc2ccccc2OCC)c1C
  /, -1
- C=CCn1c(N2C(=O)CC(Cc3ccccc3)C2=O)nc2ccccc21 (configuration not stated)
  70, 2
- O=C(c1cnn2c(C(F)(F)F)cc(-c3ccco3)nc12)N1CCc2ccccc2C1
  /, -9
- Cc1nc2sc(C(c3ccccc3)N3CC(C)OC(C)C3)c(O)n2n1 (configuration not stated)
  96, 7
- COc1ccc(OC)c(NC(=O)CSc2nnc(-c3ccco3)n2-c2ccccc2)c1
  119, 8

Gathered by group: the compounds so far containing a CF3 group (3)
Value order – BAP1 inh, HePTP inh
- COc1ccc(Cl)cc1NC(=O)c1nn2c(c1Cl)NC(c1cccs1)CC2C(F)(F)F (configuration not stated)
  /, -10
- COc1ccccc1-c1c(C(F)(F)F)oc2cc(OCc3cccc(Cl)c3)ccc2c1=O
  /, 5
- O=C(c1cnn2c(C(F)(F)F)cc(-c3ccco3)nc12)N1CCc2ccccc2C1
  /, -9

(next part)
smiles	BAP1 inh	HePTP inh
Cc1ccc(-c2csc3ncn(/N=C/N(C)C)c(=O)c23)o1	108	8
CCCCNc1c(C)c(O)cc2cc(OC)c(OC)cc12	/	-4
O=C(CNC(=O)c1cnccn1)Nc1ccc(F)c(F)c1F	/	-2
Cc1cc(=S)n(-c2ccccc2)n1C	94	-3
O=C(NCc1cccs1)c1nn2cccnc2c1Cl	105	6
COc1ccccc1OCC(=O)NNC(=O)Cc1cccs1	/	-2
O=C(NCCNc1ccc([N+](=O)[O-])cc1)c1ccccc1Br	/	3
COc1ccc(S(=O)(=O)n2nc(-c3cc(OC)c(OC)c(OC)c3)cc2N)cc1OC	102	0
CC1(C)CC(=O)C=C(NCCN2CCN(C(=O)Nc3ccccc3)CC2)C1	73	-4&-11
O=C(O)CCC(=O)Nc1ccccc1-c1ccccc1	/	16
O=c1oc2cc(O)c([N+](=O)[O-])cc2cc1-c1csc(-c2ccc(Br)cc2)n1	/	21
CCOC(=O)C1C(=O)NC(N2CCOCC2)=NC1c1ccco1 (configuration not stated)	118	-7
CCCOc1ccc(C(=O)Nc2ccc3oc(-c4cccnc4)nc3c2)cc1	/	-8
O=C(Nc1ccccc1C(F)(F)F)N1CCCC(O)C1 (configuration not stated)	96	1
COc1cccc(/C=N/N=C2/NC(=O)CS2)c1	/	0
Cc1nnc(N/N=C/c2c(O)ccc3ccccc23)[nH]c1=O	/	-20
CC12CCC(C(=O)N3CCCc4ccccc43)(CC1=O)C2(C)C (configuration not stated)	84	6
O=C(Oc1ccc(N(Cc2cccs2)C2=NS(=O)(=O)c3ccccc32)cc1)c1ccco1	56	/
O=C(Nc1nccs1)c1ccc(Oc2ccc(C(=O)Nc3nccs3)cc2)cc1	/	-2
CN(C)c1ccc(NS(=O)(=O)c2ccc(Cl)cc2)cc1	/	5
Cc1ccc(Nc2ncnc3[nH]ncc23)cc1	110	/
COc1ccc2nc(SCC(=O)Nc3ccc(F)cc3)[nH]c2c1	/	10
Cc1cc(F)ccc1NC(=O)c1ccccc1	/	4
CCCn1c(=O)c(C(=O)NNC(=O)COc2ccccc2)c(O)c2ccccc21	/	8
C/C(=N/NC(=O)c1ccoc1C)C12CC3CC(CC(C3)C1)C2	/	5

New compounds follow:
smiles	BAP1 inh	HePTP inh
COc1c(Br)cc(Br)cc1/C=c1\sc2nc3ccccc3n2c1=O	/	9
Cc1ccc(C(=O)Nc2nc3ccccc3n2Cc2ccccc2Cl)cc1	/	-6
CC(C)OC(=O)c1sc2nc3c(cc2c1N)C(=O)CCC3	77	7
OC(CN1C2=NCCCN2c2ccccc21)c1ccc(Cl)cc1 (configuration not stated)	98	-3
CCC(Sc1nc(C)cc(C)n1)C(=O)O (configuration not stated)	113	11
CCOC(=O)c1ccccc1NC(=O)c1cnccn1	/	6
COC(=O)CCC(=O)Nc1cc(Cl)ccc1Cl	/	1
COc1ccc(N2CCN(C(=O)CCCC3=NS(=O)(=O)c4ccccc4N3)CC2)cc1	80	13
CCN1CCCC1Cn1cnc2c([nH]c3ccc(Cl)cc32)c1=O (configuration not stated)	68	8

Part of the list above in order of formula weight, lowest first.
smiles	BAP1 inh	HePTP inh
CCC(Sc1nc(C)cc(C)n1)C(=O)O (configuration not stated)	113	11
CCOC(=O)c1ccccc1NC(=O)c1cnccn1	/	6
COC(=O)CCC(=O)Nc1cc(Cl)ccc1Cl	/	1
CC(C)OC(=O)c1sc2nc3c(cc2c1N)C(=O)CCC3	77	7
CCN1CCCC1Cn1cnc2c([nH]c3ccc(Cl)cc32)c1=O (configuration not stated)	68	8
Cc1ccc(C(=O)Nc2nc3ccccc3n2Cc2ccccc2Cl)cc1	/	-6
